PostGolgi ctrl = growth of the yeast control strain, post-Golgi counter-screen. efflux-deficient yeast background strain, growth absorbance A615, 16 h. inhibition, % at 10 µM. hit rate 5% among 98,000
CYP2C9 act = CYP2C9 (human) activation. activation factor at 5 µM. hit rate 1.4% among 96,000. recombinant CYP2C9, luciferin-H conversion, luminescence; hits give high values; factor 1 = untreated enzyme, 0 = blocked. P11712;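 active = activation factor of 2 or more for CYP2C9 at a 5 µM dose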;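 also: 0 = sulfaphenazole-blocked wells and 1 = vehicle-only wells; values of inactives mirror those of a sister screen read the other way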
Target sequence (P11712 whole entry, looked up): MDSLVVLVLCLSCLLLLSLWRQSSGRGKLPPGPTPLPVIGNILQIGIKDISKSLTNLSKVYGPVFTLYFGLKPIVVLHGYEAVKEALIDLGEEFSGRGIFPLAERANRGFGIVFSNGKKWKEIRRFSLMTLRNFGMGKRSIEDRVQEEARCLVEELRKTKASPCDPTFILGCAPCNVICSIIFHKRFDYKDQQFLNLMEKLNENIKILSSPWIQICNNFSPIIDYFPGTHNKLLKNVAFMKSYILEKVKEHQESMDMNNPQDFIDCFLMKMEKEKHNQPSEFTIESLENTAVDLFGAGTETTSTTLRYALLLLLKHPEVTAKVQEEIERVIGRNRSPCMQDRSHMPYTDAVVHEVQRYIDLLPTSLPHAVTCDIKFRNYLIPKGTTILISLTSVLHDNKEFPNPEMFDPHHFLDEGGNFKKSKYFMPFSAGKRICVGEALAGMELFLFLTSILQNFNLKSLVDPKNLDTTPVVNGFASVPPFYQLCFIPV
Ecoli WT expand = E. coli BW25113 growth inhibition, expanded screen; OD600 absorbance; growth inhibition, % at 100 µM; hit rate 0.15% among 98,000; AID 710;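 active = growth inhibition above about 50% at one test dose, limit read from the data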;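 also: growth measured after 20 h incubation at 37 °C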
LYP inh 2 = blocks human PTPN22 phosphatase activity; Q9Y2R2; recombinant LYP catalytic domain, DiFMUP fluorescence; AID 640; hit rate 0.21% among 96,000; inhibition, % at 2 µM;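 active = inhibition at 2 µM at or above a set limit, the screen mean plus 3 SD, cut at about 24% in these data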;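 also: 0% = DMSO with enzyme and 100% = enzyme fully blocked by orthovanadate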
hDAT+cocaine = human DAT dopamine uptake with cocaine, either direction | Q01959 | LLC-PK1 hDAT cells, [14C]-dopamine uptake with cocaine IC80; actives deviate in either direction | B-score at 10 µM | hit rate 1.3% among 110,000 | AID 449768;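 active = Z score or B-score, a plate-position-corrected score, falls beyond the plate's 99.7% confidence bounds, in either direction; inactive = both scores lie inside the 99.7% bounds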;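 also: scored against the spread of the other compound wells on the same plate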
Target sequence (Q01959 whole entry, looked up): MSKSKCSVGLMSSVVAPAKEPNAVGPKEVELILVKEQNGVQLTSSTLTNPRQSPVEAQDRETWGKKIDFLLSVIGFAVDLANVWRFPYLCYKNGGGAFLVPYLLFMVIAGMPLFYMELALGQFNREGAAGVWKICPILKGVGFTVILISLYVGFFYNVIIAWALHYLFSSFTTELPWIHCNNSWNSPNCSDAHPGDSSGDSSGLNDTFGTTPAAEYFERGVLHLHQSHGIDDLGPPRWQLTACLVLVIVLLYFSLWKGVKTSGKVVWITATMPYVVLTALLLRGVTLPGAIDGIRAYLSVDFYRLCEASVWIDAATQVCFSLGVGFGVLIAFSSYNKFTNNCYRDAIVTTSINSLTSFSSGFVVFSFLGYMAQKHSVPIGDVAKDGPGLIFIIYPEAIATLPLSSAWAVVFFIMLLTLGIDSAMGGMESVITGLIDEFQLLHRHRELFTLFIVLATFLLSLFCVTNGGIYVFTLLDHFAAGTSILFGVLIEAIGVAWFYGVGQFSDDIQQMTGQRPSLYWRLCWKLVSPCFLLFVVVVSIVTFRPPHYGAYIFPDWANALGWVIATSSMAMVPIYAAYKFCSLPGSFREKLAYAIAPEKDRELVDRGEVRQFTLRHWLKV
PTPN22 act = activators of human LYP (PTPN22) phosphatase; recombinant LYP, DiFMUP fluorescence; 0 = plate median, 100 = signal doubled; activation, % at 2 µM; Q9Y2R2; AID 697; hit rate 0.11% among 96,000;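 active = activation at 2 µM above a set limit, the mean plus 5 SD, cut at about 37% in these data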
PostGolgi yeast = growth inhibition of a yeast mutant, post-Golgi transport screen | post-Golgi transport phenotypic cell assay | hit rate 0.9% among 98,000 | inhibition, % at 10 µM | AID 739;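 also: yeast cells grown in 1536-well plates; yeast grown about 18 h at 30C before absorbance read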
CYP2C9 inhib = human CYP2C9 inhibition; inhibition, % at 5 µM; P11712; hit rate 20% among 96,000; CYP2C9 Supersomes, luciferin-H conversion, luminescence;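 active = blocking of liver enzyme CYP2C9 beyond about 50% at 5 µM, limit read from the data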; also: values of inactives mirror those of a sister screen read the other way
Pyk2 oligo antag = Pyk2 (human) oligomerization antagonism; AID 1347419; Q293 cells, Pyk2 FERM NanoBiT luminescence; hits give low values; z-score (the deposit names both 25 µM and 10 µM); hit rate 0.83% among 99,000; Q14289;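 active = Z-score of -3 or lower, scaled per plate to the spread of control and sample wells; inactive = z-score above -3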;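 also: negative z-score means lost luminescence so less FERM oligomerization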
An asterisk follows results filed as active; nt = not tested or not shown. Rule as the data show it, unless noted: active = inhibition above about 30%; inactive = the rest.

SMILES | PostGolgi ctrl | CYP2C9 act | Ecoli WT expand | LYP inh 2 | hDAT+cocaine | PTPN22 act | PostGolgi yeast | CYP2C9 inhib | Pyk2 oligo antag
O=C(CCc1ccccc1)Nc1ccc(N2CCOCC2)c(Cl)c1 | nt | nt | nt | 7 | -0.18 | -8 | nt | nt | 0.1
N#C/C=C(/N)N1CCN(c2ccc(Cl)c(Cl)c2)CC1 | 3 | 0.7 | 14 | 3 | 1.8 | 0 | 32* | 28 | 0.25
CCCOc1ccc(C(=O)NNC(=S)NC(=O)CC)cc1 | 99* | 0.7 | 68* | 6 | 0.77 | -1 | 76* | 26 | -1.9
Cn1c2c(c(=O)n(C)c1=O)C(NC(=O)C(C)(C)C)(C(F)(F)F)C(=O)N2 (centres undefined) | -1 | 1.2 | -3 | -1 | -0.26 | 2 | -9 | -17 | -0.27
CCc1nnc(NC(=O)CSc2nnc(C3CCCCC3)n2-c2cccc(Cl)c2)s1 | 7 | nt | 7 | 4 | -0.36 | -4 | -2 | nt | -1.1
COC(=O)c1ccc(CSc2ccccc2C)o1 | 6 | nt | 9 | -8 | -0.096 | 5 | -6 | nt | -0.64
C=CCOC(=O)C1=C(C)NC(=O)NC1c1ccc(Cl)cc1 (centres undefined) | 19 | 0.3 | 5 | -3 | 0.25 | 1 | -12 | 66* | nt
Cc1csc(N(C)C(=O)CSc2nnc(COc3ccccc3C)o2)n1 | -2 | 0.9 | -14 | -2 | -0.43 | 1 | -10 | 14 | 0.43
Cc1nc2c(c(N3CCOCC3)n1)OCC(=O)N2 | -3 | 1.1 | -1 | nt | 1.2 | nt | -11 | -8 | 0.18
Cc1c(C(=O)NCCSCc2c(Cl)cccc2Cl)cccc1[N+](=O)[O-] | 9 | 1.1 | -9 | -6 | 0.13 | 5 | 5 | -7 | 0.09
Cn1cc(SCC(=O)Nc2ccc3c(c2)OCCO3)c2ccccc21 | 3 | 0.6 | -16 | 0 | -0.92 | -2 | 1 | 43 | nt
COCCCNC(=O)c1ccc(N2CCOCC2)c(NS(=O)(=O)c2ccc(OC)cc2)c1 | -1 | 0.5 | -2 | -14 | 1.4 | 14 | -8 | 45 | 1.1
O=C(CSc1c[nH]c2ccccc12)N1CCOCC1 | 9 | 0.9 | 1 | -16 | -0.84 | 14 | 0 | 10 | -0.09
COc1cc(O)c2c(c1)OC(C)(C)CC2=O | -4 | 1.1 | 13 | -5 | 2.2 | 4 | -8 | -8 | -1.3
Nn1c(SCC(=O)Nc2ccc(F)cc2F)nnc1-c1cccnc1 | 5 | 0.8 | 13 | -3 | -0.013 | 1 | 6 | 23 | 1.2
COc1ccc(OC)c(Nc2cc(C)nc3ccccc23)c1 | 2 | 0.5 | 6 | 0 | 1.5 | -1 | 2 | 50 | 0.31
C=C(C)COc1ccc(-c2[nH]ncc2Oc2cccc(OC)c2)c(O)c1 | 30* | 0 | 13 | -2 | -2 | -1 | 16 | 100* | -3.6*
COc1cc2cc(C(c3nnnn3C3CCCC3)N3CCCCCC3)c(=O)[nH]c2cc1OC (centres undefined) | 6 | 0.9 | -6 | 0 | 0.04 | -1 | -9 | 14 | 0.26
NNC(=O)CNC(=O)c1ccccc1F | -3 | 1 | 4 | -4 | -0.3 | 2 | -1 | 1 | -0.08
Cc1ncc(S(=O)(=O)c2ccccc2)c(-c2ccccc2Cl)n1 | 9 | 0.8 | -4 | 2 | -0.17 | -3 | -1 | 19 | -1.2
COc1ccc(OCCOC(=O)Nc2ccccc2)cc1 | 4 | 0.6 | 1 | 6 | 1.6 | -8 | 3 | 45 | -0.33
CCCNC(=O)C(Cc1ccccc1)NS(=O)(=O)c1cccc2nsnc12 (centres undefined) | 3 | 0.9 | 4 | -2 | -0.64 | 0 | 0 | 12 | 0.24
CCCCc1c(O)nc(SCC(=O)N2CCOCC2)n(-c2ccccc2C)c1=O | -6 | 1.1 | -1 | -7 | nt | 7 | -5 | -13 | -1.4
CC(C)CNC(=O)CN(C1CCCCC1)S(C)(=O)=O | -6 | 1.1 | 5 | -7 | 0.37 | 2 | -5 | -8 | 0.05
Cc1cc(C)c2c(c1)-c1c(ssc1=S)C(C)(C)N2C(=O)CSc1nncn1C | -2 | 0.6 | 7 | 2 | 0.36 | -4 | 10 | 41 | -2.1
(list continues)
SMILES | PostGolgi ctrl | CYP2C9 act | Ecoli WT expand | LYP inh 2 | hDAT+cocaine | PTPN22 act | PostGolgi yeast | CYP2C9 inhib | Pyk2 oligo antag
COc1ccc(CN2C3CCCC2CC(NC(=O)Nc2ccccc2C)C3)cc1 (centres undefined) | nt | nt | nt | 1 | -0.079 | 0 | nt | nt | -0.31
CC(C)Cn1c(-c2nn(C)cc2Cl)n[nH]c1=S | 9 | 1 | -7 | 8 | -0.16 | -6 | 11 | 0 | 0.75
COc1ccc(/C(C)=N/NC(=O)c2ccc(CSc3cccc4cccnc34)cc2)cc1OC | 18 | 0.7 | -4 | 8 | 2.1 | -6 | 1 | 29 | 1.1
Cc1[nH]n(-c2ccc([N+](=O)[O-])cc2)c(=O)c1C=NCCN1CCN(C(=O)c2ccc(Br)cc2)CC1 | -2 | 0.7 | -11 | -3 | 0.27 | 4 | 0 | 34 | 0.32
CCOC(=O)C1CCCN(C(=O)CS(=O)(=O)Cc2ccccc2)C1 (centres undefined) | 0 | 1.1 | -1 | -4 | nt | -2 | -7 | -7 | 0.54
Cc1cc(O)c(/C=N/Nc2cccc(Cl)c2)c(=O)o1 | 7 | 0.3 | 16 | 10 | -0.23 | -8 | 15 | 71* | -0.13
COc1ccc(CCNC(=O)CN2CCN(Cc3ccc(F)cc3)C2=O)cc1OC | 8 | 0.8 | 3 | 2 | 0.43 | -5 | -14 | 17 | nt
CS(=O)(=O)NCc1ccc(C(=O)NCc2ccccc2)cc1 | 9 | 1.1 | 5 | -4 | -0.97 | 5 | 19 | -7 | 0.45
COc1ccc(CN(C(=O)CSc2nnc(-c3ccccc3F)o2)c2ccc(F)cc2)cc1 | 13 | 0.2 | -15 | 2 | 1.1 | 2 | 26 | 76* | -1.8
Cn1c(=O)c2cc(S(=O)(=O)NCCC(=O)Nc3ccccc3F)ccc2n(C)c1=O | 9 | 1 | 1 | -13 | 1.4 | 12 | -6 | 3 | -0.34
C=CCc1c(C)nn(CC(=O)O)c1-c1ccccc1 | 11 | 1 | 1 | nt | -1 | nt | 0 | 0 | 2.9
Cc1ccc(OCCn2nc3ccccc3n2)c(C)c1 | 11 | 0.8 | -3 | 1 | -0.2 | -5 | -2 | 15 | -0.21
Nc1ccc(Nc2ccccc2)c(Cl)c1 | 0 | 1.2 | 17 | -15 | -1.1 | 11 | 3 | -22 | -1.5
COc1ccc(S(=O)(=O)NC(CC(=O)NCc2ccco2)c2ccco2)cc1 (centres undefined) | -5 | 0.9 | -3 | -35 | 0.06 | 33 | 3 | 10 | -0.41
c1csc(-c2nn3c(C4COc5ccccc5O4)nnc3s2)c1 (centres undefined) | 1 | 0.5 | 0 | -4 | -0.092 | 0 | 11 | 51* | -0.2
O=C(c1cnsn1)N1CCN(c2ccccn2)CC1 | 10 | 1.7 | 4 | 1 | -1.6 | -1 | -3 | -65 | -0.15
Cc1cccc(NC(=O)c2oc3c(c2C)C(=O)CC(C)(C)C3)n1 | 2 | 0.8 | -5 | 13 | -0.83 | -14 | 3 | 18 | 0.62
COc1ccc(N(CC(=O)NC2CCCCCCC2)S(=O)(=O)c2c(C)nn(C)c2C)cc1 | 4 | 0.6 | -7 | -3 | 0.44 | 0 | -5 | 40 | nt
COc1cccc2c1OC[C@@H](CO)[C@H]2N(C)C(=O)Nc1ccccc1 | 25 | 1.1 | 1 | nt | 0.79 | nt | 3 | -9 | 0.36
Cc1cc(C)c2[nH]c(=O)c(C(c3nnnn3Cc3ccc4c(c3)OCO4)N3CCCC3)cc2c1 (centres undefined) | 17 | 0.1 | 0 | -15 | 0.77 | 12 | -7 | 87* | 0.33
CS(=O)(=O)N1CCN(c2ccccc2NC(=O)c2cccnc2Cl)CC1 | 5 | 1 | -5 | 10 | -0.52 | -11 | -4 | 4 | -1.1
O=C(COC(=O)Cc1cn2ccsc2n1)NCc1ccc2c(c1)OCO2 | 4 | 0.8 | 0 | 6 | 1.2 | -8 | -6 | 25 | 1.3
COc1nc(-c2ccccc2)ccc1-c1noc(COc2ccccc2)n1 | 0 | 0.5 | -23 | 7 | 0.5 | -8 | -17 | 48 | -1.4
c1ccc2c(c1)ccc1nnc(-c3ccc4c(c3)OCO4)n12 | 10 | 1.2 | 4 | 14 | 0.33 | -15 | 29 | -17 | 0.07
Cc1nc(NCCc2ccccc2F)c(C#N)c(C)c1[N+](=O)[O-] | 18 | 0.3 | -1 | -2 | -1 | 0 | 15 | 68* | -0.27

Whole records, looked up by structure. Screens in order: PostGolgi ctrl | CYP2C9 act | Ecoli WT expand | LYP inh 2 | hDAT+cocaine | PTPN22 act | PostGolgi yeast | CYP2C9 inhib | Pyk2 oligo antag
Entry for O=C(COC(=O)Cc1cn2ccsc2n1)NCc1ccc2c(c1)OCO2 : 4 | 0.8 | 0 | 6 | 1.2 | -8 | -6 | 25 | 1.3
Entry for c1ccc2c(c1)ccc1nnc(-c3ccc4c(c3)OCO4)n12 : 10 | 1.2 | 4 | 14 | 0.33 | -15 | 29 | -17 | 0.07
Entry for Cn1c(=O)c2cc(S(=O)(=O)NCCC(=O)Nc3ccccc3F)ccc2n(C)c1=O : 9 | 1 | 1 | -13 | 1.4 | 12 | -6 | 3 | -0.34

An excerpt from above with just PostGolgi yeast.
| compound | PostGolgi yeast |
| --- | --- |
| COc1ccc(CCNC(=O)CN2CCN(Cc3ccc(F)cc3)C2=O)cc1OC | -14 |
| COc1ccc(/C(C)=N/NC(=O)c2ccc(CSc3cccc4cccnc34)cc2)cc1OC | 1 |
| Cc1nc(NCCc2ccccc2F)c(C#N)c(C)c1[N+](=O)[O-] | 15 |
| O=C(c1cnsn1)N1CCN(c2ccccn2)CC1 | -3 |
| Cc1[nH]n(-c2ccc([N+](=O)[O-])cc2)c(=O)c1C=NCCN1CCN(C(=O)c2ccc(Br)cc2)CC1 | 0 |
| Cc1cc(C)c2[nH]c(=O)c(C(c3nnnn3Cc3ccc4c(c3)OCO4)N3CCCC3)cc2c1 (centres undefined) | -7 |
| Cc1ccc(OCCn2nc3ccccc3n2)c(C)c1 | -2 |

Next records:
SMILES | PostGolgi ctrl | CYP2C9 act | Ecoli WT expand | LYP inh 2 | hDAT+cocaine | PTPN22 act | PostGolgi yeast | CYP2C9 inhib | Pyk2 oligo antag
Cc1oncc1C(=S)Nc1ccccc1 | 5 | 0.8 | 4 | 4 | 0.34 | -7 | -5 | 16 | -0.24
C/C(=C\C(=O)c1ccc(F)cc1)Nc1ccc(N2CCOCC2)cc1 | 14 | 1.2 | -7 | -34 | 0.67 | 32 | 0 | -23 | -1.8
O=C(Nc1cc2nn(-c3ccccc3)nc2cc1Cl)c1ccco1 | 23 | 1.2 | 2 | 4 | -1.6 | 0 | -9 | -17 | 0.09
Nc1[nH]nc2nc(NCc3ccccc3)c3c(c12)CCN(Cc1ccccc1)C3 | 1 | 0.5 | 14 | nt | nt | nt | 12 | 47 | 0.85
CCn1c(O)c2ccc(C(=O)N=NC(=O)c3cccnc3)cc2c1O | 1 | 1 | 0 | 3 | -0.16 | 1 | -8 | -3 | 0.56
Clc1ccc(OCCn2cnc3ccccc32)cc1 | 0 | 0.2 | 31 | 4 | 0.025 | -8 | 22 | 77* | -0.36
O=C(CN1C(=O)CCC1=O)Nc1ccc2c3c(cccc13)CC2 | 4 | 1.1 | -3 | -5 | -1.4 | 3 | 6 | -14 | -0.06
Cc1ccc(C(=O)c2sc3nsc(C)c3c2N)cc1 | 6 | 0.9 | -1 | -7 | -0.98 | 9 | 8 | 7 | -0.89
O=C(CN1CCOCC1)Nc1ncc(Br)cc1Br | 5 | 1 | 5 | -9 | -0.6 | 6 | 8 | 2 | -0.09

Compound activity deposited in PubChem BioAssay by several laboratories.
